# Assay outcomes from PubChem BioAssay.
# TNAP inh hi DEA: human TNAP enzyme inhibitors, primary screen, biochemical, luminescent, high phosphate acceptor level, uHTS. Alkaline phosphatase, tissue-nonspecific isozyme (Homo sapiens), P05186. purified TNAP, CDP-star luminescence, 1 M DEA. inhibition, % at 20 µM. actives 0.03% (n = 200,000). AID 1135, 2008;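 active means over 50% inhibition of tissue-nonspecific alkaline phosphatase at 20 µM in the single-dose screen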;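 further: plate controls were DMSO wells for no effect and EDTA-quenched wells as full inhibition for full effect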
# TNAP act hiacc: TNAP activators at high phosphate acceptor level, primary screen, biochemical, luminescence, uHTS; AID 1136, 2008; activation factor at 20 µM; Alkaline phosphatase, tissue-nonspecific isozyme (Homo sapiens), P05186; 200,000 tested, under 10 active; purified TNAP, CDP-star luminescence, 1 M DEA, 30 min; active compounds read high; 0 = EDTA background, 1 = DMSO-only activity;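 active means activation factor at least 2 at 20 µM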
#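 system = human TNAP | amount = enzyme diluted 1/800 final | reagent = 100 µM CDP-star substrate | signal = luminescent substrate turnover signal | dosing = one dose, 20 µM | benchmarks = EDTA negative control, DMSO positive control | measure = activation factor | timing = 30 min reaction, room temperature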
# FLuc stim CS: FLuc activators, initial screening, artefact control for FLuc-dependent activation tests, biochemical, ATPlite luminescence. Luciferin 4-monooxygenase (Photinus pyralis), P08659. ATPlite luciferase biochemical, 10 min; 0 = ATP-free wells, 1 = DMSO control. activation factor at 10 µM. 200,000 tested, under 10 active. AID 1027, 2008;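 active means luciferase activation factor, scaled between plate controls, of at least 2 with compound at 10 µM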
# Target sequence (P08659 whole entry, looked up): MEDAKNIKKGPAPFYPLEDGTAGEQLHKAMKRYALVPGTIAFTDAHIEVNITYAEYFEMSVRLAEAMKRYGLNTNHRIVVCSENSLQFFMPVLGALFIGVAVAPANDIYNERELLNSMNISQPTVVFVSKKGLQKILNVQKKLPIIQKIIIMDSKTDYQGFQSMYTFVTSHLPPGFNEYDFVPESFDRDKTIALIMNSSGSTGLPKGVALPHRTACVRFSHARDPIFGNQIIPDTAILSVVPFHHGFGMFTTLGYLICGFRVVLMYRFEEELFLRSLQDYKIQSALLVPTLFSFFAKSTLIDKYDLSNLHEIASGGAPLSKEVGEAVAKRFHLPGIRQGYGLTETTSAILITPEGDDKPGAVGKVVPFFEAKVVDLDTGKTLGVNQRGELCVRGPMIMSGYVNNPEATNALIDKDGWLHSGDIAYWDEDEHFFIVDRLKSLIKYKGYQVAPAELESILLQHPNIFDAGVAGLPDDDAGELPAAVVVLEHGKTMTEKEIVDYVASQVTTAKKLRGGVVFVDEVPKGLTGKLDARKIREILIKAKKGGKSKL
#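 Material: luciferase plus luciferin reagent, cell-free. Medium: PBS buffer for ATP. Also added: ATP substrate, dispensed from a 10.24 µM working solution in PBS. Doses: test compounds dosed from 2 mM stocks in 100% DMSO. Incubation: 10 min post-reagent at room temperature. Technique: light output (luminescence). Read-out basis: luminescence gain marking luciferase activators.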
# PMI activator: activators of human PMI, primary screen, biochemical, fluorescence intensity, near-Km mannose 6-phosphate | actives 0.005% (n = 190,000) | AID 1214, 2008 | activation factor at 20 µM | purified human PMI, coupled resazurin fluorescence, 20 min; active compounds read high; 1 = vehicle control, 0 substrate-free wells | Mannose-6-phosphate isomerase (Homo sapiens), P34949;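 active means activation factor of 2 or more at 20 µM, relative to plate controls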
# Target sequence (P34949 whole entry, looked up): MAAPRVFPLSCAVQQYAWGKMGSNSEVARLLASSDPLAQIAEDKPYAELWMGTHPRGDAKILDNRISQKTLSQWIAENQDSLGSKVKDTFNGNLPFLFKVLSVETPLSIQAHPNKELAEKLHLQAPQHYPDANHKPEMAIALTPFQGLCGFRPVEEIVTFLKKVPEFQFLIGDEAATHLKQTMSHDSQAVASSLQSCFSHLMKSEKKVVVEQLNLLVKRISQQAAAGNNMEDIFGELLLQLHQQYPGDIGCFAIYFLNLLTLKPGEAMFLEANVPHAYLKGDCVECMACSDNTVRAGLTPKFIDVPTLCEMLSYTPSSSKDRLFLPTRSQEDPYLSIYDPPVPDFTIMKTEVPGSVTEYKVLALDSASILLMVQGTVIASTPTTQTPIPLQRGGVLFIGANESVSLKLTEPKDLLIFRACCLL
# Efa HMGR inh: inhibitors of E. faecalis class II HMGR, primary screen, biochemical, Enterococcus faecalis; HMG-CoA reductase (Enterococcus faecalis, mvaE); purified E. faecalis HMGR, NADPH absorbance 340 nm kinetic; inhibition, % at 10 µM; actives 0.41% (n = 190,000); AID 1066, 2008;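 active means inhibition above a set limit, the median over all tested compounds plus 3 SD, cut at about 9.5% in these data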;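 further: enzyme runs in reverse so mevalonate oxidation gives rising NADPH absorbance; 0% = complete reaction with DMSO and 100% = background rate lacking mevalonate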
# PMI act satM6P: human PMI activators, high substrate, primary screen, biochemical, fluorescence intensity, near-saturating mannose 6-phosphate. AID 1216, 2008. actives 0.34% (n = 190,000). coupled PMI enzyme assay, resazurin fluorescence, 20 min; active compounds read high; 1 = untreated enzyme, 0 = substrate-free blank. Mannose-6-phosphate isomerase (Homo sapiens), P34949. activation factor at 20 µM;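 active means activation factor of 2 or more at 20 µM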
#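 Test system: Human PMI in coupled enzyme assay | Input: 15 ng/mL PMI | Medium: HEPES-buffered pH 7.4 with magnesium and detergent | Compound: One concentration, 20 µM, in 1% DMSO | Incubation: Enzyme reaction with compound 20 min at room temperature | Detection: Diaphorase-driven resazurin-to-resorufin fluorescence, excitation 544, emission 590 nm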
# G6PDH CS: L. mesenteroides G6PDH inhibitors, counter-screen for G6PDH-coupled screening assays, biochemical, Leuconostoc mesenteroides enzyme; Purified L. mesenteroides G6PDH, diaphorase/resazurin coupled fluorescence, 45 min; AID 1020, 2008; actives 0.12% (n = 200,000); inhibition, % at 5 µM; in the data active means inhibition above about 50%
# Diaphorase act: compounds boosting diaphorase resazurin reduction – biochemical, uHTS, resorufin fluorescence, counter-screen for diaphorase-coupled primary assays, primary screen; Diaphorase/resazurin coupled assay, 16 min; active compounds read high; 1 = vehicle wells, 0 = NADH-free wells; actives 0.005% (n = 190,000); activation factor at 20 µM;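 active means diaphorase activity raised at least twofold by the compound at 20 µM; inactive means activation factor below 2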
#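 Material: purified diaphorase enzyme from Clostridium kluyveri; Also added: 0.114 mM NADH and 0.1 mM resazurin, final amounts; Doses: single compound dose of 20 µM, 1% DMSO final; Times: 16 min enzyme reaction, ambient temperature; Detection: resorufin fluorescence, excitation 544 nm, emission 590 nm; Measure: increased resorufin signal from activators or reducing compounds.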
# Diaphorase inh: diaphorase inhibitors and chemical oxidizers, primary screen, counter-screen for diaphorase-coupled primary assays, biochemical, uHTS, resorufin fluorescence | actives 0.69% (n = 190,000) | diaphorase resazurin-to-resorufin fluorescence, NADH, 16 min; bacterial (C. kluyveri) enzyme, not human | inhibition, % at 20 µM | AID 1217, 2008;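 active means primary screen inhibition at 20 µM above a set limit, cut at about 50% in these data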;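 further: plate controls were DMSO with full reaction for no effect and wells lacking NADH for full effect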
#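 Test system: bacterial diaphorase enzyme (C. kluyveri); Quantity: 0.14 U/mL diaphorase, enzyme working solution; Times: reaction incubation of 16 min at room temperature; Measured by: fluorescence of resorufin formed from resazurin, Ex 544/Em 590 nm; Benchmarks: positive control minus NADH, DMSO neutral control.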
# TNAP inh noacc: human TNAP enzyme inhibitors, primary screen, biochemical, luminescent, no phosphate acceptor, uHTS. inhibition, % at 20 µM. actives 0.26% (n = 200,000). AID 1012, 2008. Alkaline phosphatase, tissue-nonspecific isozyme (Homo sapiens), P05186. purified TNAP, CDP-star luminescence, 30 min;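 active means tissue-nonspecific alkaline phosphatase inhibition above about 50% at 20 µM in the single-dose screen, limit read from the data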;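 further: 0% = DMSO negative control and 100% = EDTA positive control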
# Starred values were filed as active, the others as inactive; nt = not tested or not shown. Not a hit list; overall some 1.7% were active at least once.
item	SMILES	TNAP inh hi DEA	TNAP act hiacc	FLuc stim CS	PMI activator	Efa HMGR inh	PMI act satM6P	G6PDH CS	Diaphorase act	Diaphorase inh	TNAP inh noacc
1	Cc1cccc(C)c1NC(=O)CSc1nnc(Cc2ccccc2)o1	1	1	1	1.1	-6	1.1	4	1	2	-14
2	CC(=O)NN1C(=O)c2ccc(Oc3ccc4c(c3)C(=O)N(NC(C)=O)C4=O)cc2C1=O	-3	1	1.1	1	-2	1.1	6	1	-4	-48
3	Cn1c(CNc2ccc(Cl)cc2)nnc1SCCN1CCCCC1	2	1	1.1	1	-4	1	7	0.9	9	-4
4	Cc1noc(/C=C/Nc2ccc(F)cc2F)c1[N+](=O)[O-]	25	0.8	1	1	2	1	0	0.9	7	4
5	CCCc1cc(=O)[nH]c(SCC(=O)N(C)CC(=O)Nc2ccccc2CC)n1	-2	1	1.1	1	-3	1	8	0.9	11	-6
6	COc1cccc([C@@H]2Oc3ccc(OC)cc3C(=O)[C@H]2OC(=O)NCc2ccc3c(c2)OCO3)c1	1	1	0.7	1	-8	1.1	14	0.8	19	3
7	COCC(=O)Nc1ccccc1Br	-2	1	1.1	1	-5	0.8	8	0.9	8	-5
8	CC(=O)NC(=S)NNC(=O)CCc1ccccc1	-6	1.1	1	0.7	-7	0.9	1	0.6	38	-82
9	C=C(C)c1cccc(C(C)(C)NC(=O)NCC2CCCO2)c1 (stereo unspecified)	-3	1	1.1	0.9	0	1	23	0.9	12	-17
10	Cc1ccc(NC(=O)CSc2nc3ccccc3c(=O)n2CCCN2CCCCC2)cc1Cl	-9	1.1	1.1	0.9	-2	1	2	1.1	-10	-30
11	O=C(Nc1ccc2c(c1)OCCO2)C1CCN(C(=O)c2ccc(F)cc2)CC1	-6	1.1	1.1	0.9	-5	1	6	1	0	-6
12	CC(C)(C)Sc1ccc(N)nc1	1	1	1	1.1	-7	1	2	0.9	12	-5
13	NCCc1nnc(SCc2ccccc2F)o1	-6	1.1	1	0.9	1	0.9	5	0.8	19	-14
14	N/C(=N\OC(=O)c1ccco1)c1cccnc1	0	1	0.7	1	1	1	12	1	2	0
15	COc1ccc(-n2cnc3c(sc4nc(N5CCOCC5)c5c(c43)CCCC5)c2=O)cc1	0	1	1	1	-1	1	6	0.9	12	14
16	CC1CCCC(C)N1C(=O)COC(=O)c1cc(Br)ccc1Cl (stereo unspecified)	-5	1.1	1	1.1	-8	1.1	-1	1	0	-6
17	Cc1ccc(NC(=O)CN2C(=O)c3ccccc3C2=O)nc1	-3	1	1	1	-6	1	7	1	0	-9
18	O=C(Cc1c(F)c(F)c(F)c(F)c1F)OC12CC3CC(C1)C(=O)C(C3)C2	-2	1	1.1	1	0	1.1	6	1	-4	-8
19	O=C(/C=C/c1ccccc1)NC(=S)Nc1ccc(N2CCOCC2)c(Cl)c1	-6	1.1	1.1	0.9	-2	0.9	-1	0.9	14	-8
20	COc1cccc(C(c2sc3nc(C)nn3c2O)N2CCN(c3ccccc3F)CC2)c1 (stereo unspecified)	2	1	1	1	-10	1	-1	0.9	10	-10
21	COc1cc(CNC2CCCC2)cc(OC)c1	1	1	1	0.8	-2	0.8	2	0.9	15	-4
22	Cc1ccc(CNC(=O)C2CCN(S(=O)(=O)c3ccc4c(c3)OCCCO4)CC2)cc1	-3	1	1.1	0.8	1	0.8	3	0.9	13	-22
23	Cc1ccc(S(=O)(=O)Nc2cc3c(C(=O)Nc4ccccc4)c(C)oc3c3ccccc23)cc1	2	1	1.1	0.8	-8	0.6	-22	0.7	31	-3
24	CC1(C)NC(=O)N(CCCOc2ccccc2Br)C1=O	-8	1.1	1	1.1	-6	1.1	1	1	3	-9
25	Cc1ccc(N(CCC(=O)Nc2nnc(C3CC3)s2)S(=O)(=O)c2ccccc2)cc1	-4	1	1	0.9	-4	1	13	0.9	7	-9
26	Cc1cccc(N2CCN(S(=O)(=O)c3ccc4c(c3)CCN4C(=O)CCC(=O)O)CC2C)c1 (stereo unspecified)	-6	1.1	1.1	1.1	-13	1	4	0.9	6	3
27	Clc1ccc(Cn2ncc3c(NCCN4CCOCC4)ncnc32)cc1	-6	1.1	1.1	0.9	-3	0.9	3	0.8	22	-11
28	COc1cc(OC)cc(C(=O)Nc2c(F)cccc2F)c1	-5	1.1	1	1	-6	1	6	1	-1	-5
29	CCC(=O)N1CCc2cc(S(=O)(=O)CCC(=O)Nc3ccc(F)c(F)c3)ccc21	-6	1.1	1	1	2	1	4	0.9	9	-17
30	Cc1ccc2nc(C(=O)O)c(C(=O)O)nc2c1	-2	1	1.1	1	-3	1.1	2	0.9	7	-8

# Results in sequence from the entries so far.
# Compounds 21 to 30 in PMI act satM6P, in turn: 0.8, 0.8, 0.6, 1.1, 1, 1, 0.9, 1, 1, 1.1
# Compounds 21 to 30 in FLuc stim CS, in turn: 1, 1.1, 1.1, 1, 1, 1.1, 1.1, 1, 1, 1.1
# Compounds 21 to 30 in G6PDH CS, in turn: 2, 3, -22, 1, 13, 4, 3, 6, 4, 2

# Remaining list, next part
item	SMILES	TNAP inh hi DEA	TNAP act hiacc	FLuc stim CS	PMI activator	Efa HMGR inh	PMI act satM6P	G6PDH CS	Diaphorase act	Diaphorase inh	TNAP inh noacc
31	NS(=O)(=O)c1ccc(CCNC(=O)C2CCC(CNS(=O)(=O)c3ccc(Br)s3)CC2)cc1 (stereo unspecified)	1	1	1.1	1	-6	0.9	4	1	4	-8
32	CN1C(=O)/C(=C\c2ccncc2)SC1=Nc1ccccc1	0	1	1	1.1	-5	1.1	0	1.1	-6	-2
33	Cc1ccc(C(=O)Nc2ccncc2)o1	-6	1.1	1.1	1	4	1	2	0.8	16	-13
34	CCOC(=O)c1ccc(N2C(=O)C(CC(=O)NC)N(CCc3ccc(OC)c(OC)c3)C2=S)cc1 (stereo unspecified)	-4	1	1	1	-5	1	8	1.1	-12	-19
35	O=C(O)/C=C/c1cnc2ccccc2c1	-7	1.1	1.1	1	-4	0.8	3	0.8	18	-5
36	CCOC(=O)c1oc2ccccc2c1NC(=O)CN1CCOCC1	-7	1.1	1.1	1	-6	1	8	0.9	10	-11
37	O=S(=O)([O-])CCC[n+]1c(/C=C\Nc2ccccc2)oc2ccc(-c3ccccc3)cc21	8	0.9	1	nt	0	nt	-4	nt	nt	7
38	COc1ccc(C(=O)N/C(=C\c2cccc3ccccc23)C(=O)NCCc2c[nH]c3ccccc23)cc1OC	-2	1	1	0.9	2	0.9	8	1	-4	-1
39	CC(C)(C)OC(=O)NCCCCCc1nnc(SCC(=O)Nc2cccc(Cl)c2)o1	-7	1.1	1	1	-2	1	6	0.9	10	-28
40	CC(C)(C)c1ccc(C(=O)NCCC(=O)N2CCN(c3ncccn3)CC2)cc1	-5	1	1	0.9	0	0.9	1	0.8	20	-9
41	O=C1NCCN(Cc2cccc(Oc3ccccc3)c2)C1CC(=O)N1CCCO1 (stereo unspecified)	-6	1.1	1.1	0.9	-2	0.7	8	0.8	16	-13
42	N#Cc1sc2nc(C3CC3)cc(-c3ccccc3)c2c1N	-1	1	1	0.8	3	0.8	-12	0.8	25	-16
43	O=C(CN1C(=O)S/C(=C\C=C\c2ccccc2)C1=O)Nc1ccc(O)cc1	6	0.9	0.9	0.9	-4	0.8	2	0.8	15	1
44	Fc1cccc(Nc2nc(-c3ccncc3)nc3ccccc23)c1	-6	1.1	1	1	-1	1.1	-6	1	-3	-4
45	CC(=O)Nc1c2c3c(cccc3n(C)c1=O)C(=O)c1ccccc1-2	1	1	1	1	-6	1	9	0.9	15	-5
46	CCC1CCCCN1S(=O)(=O)c1ccccc1[N+](=O)[O-] (stereo unspecified)	0	1	1	0.9	1	1	9	0.9	6	-2
47	CC(=O)Nc1cccc(NC(=O)CSc2ncc(-c3ccc(Cl)cc3)n2Cc2ccco2)c1	-3	1	1	0.8	-2	0.9	4	0.9	12	-11
48	CCC(Sc1nc(=O)cc(N)n1-c1ccccc1)C(=O)Nc1cc(C)on1 (stereo unspecified)	-4	1	1	1	0	1	2	0.9	15	-11
49	COc1ccc(C)cc1N(CC(=O)N1CCc2ccccc2C1)S(C)(=O)=O	-2	1	1	1	-6	1	29	1	1	-8
50	Cc1ccnc(N=Cc2nc(-c3ccccc3Br)oc2O)c1	-4	1	0.6	1	-1	1.1	6	1	-4	0
51	O=c1cc(N2CCN(c3ccccc3)CC2)[nH]c(=O)n1-c1ccccc1	-3	1	1	1	4	0.9	2	1	-1	-9
52	COc1cccc(N(C(=O)c2cnccn2)C(C(=O)NC2CCCCC2)c2ccc(Cl)cc2)c1 (stereo unspecified)	-1	1	1.1	0.9	2	0.9	-11	0.9	13	-4

# Complete entries as entered above.
# `CCC1CCCCN1S(=O)(=O)c1ccccc1[N+](=O)[O-]` (stereo unspecified) in the list: TNAP inh hi DEA = 0; TNAP act hiacc = 1; FLuc stim CS = 1; PMI activator = 0.9; Efa HMGR inh = 1; PMI act satM6P = 1; G6PDH CS = 9; Diaphorase act = 0.9; Diaphorase inh = 6; TNAP inh noacc = -2
# `O=c1cc(N2CCN(c3ccccc3)CC2)[nH]c(=O)n1-c1ccccc1` in the list: TNAP inh hi DEA = -3; TNAP act hiacc = 1; FLuc stim CS = 1; PMI activator = 1; Efa HMGR inh = 4; PMI act satM6P = 0.9; G6PDH CS = 2; Diaphorase act = 1; Diaphorase inh = -1; TNAP inh noacc = -9
